# Compound activity as filed in PubChem BioAssay.
# HePTP inh = human HePTP phosphatase inhibition; P35236; recombinant HePTP phosphatase activity, OD absorbance; inhibition, % at 20 µM; 110,000 tested, 0.64% active; AID 521; in the data active = inhibition above about 50%;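 also: plate controls were vehicle for no effect and reference inhibitor for full effect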
# Target sequence (P35236 whole entry, looked up): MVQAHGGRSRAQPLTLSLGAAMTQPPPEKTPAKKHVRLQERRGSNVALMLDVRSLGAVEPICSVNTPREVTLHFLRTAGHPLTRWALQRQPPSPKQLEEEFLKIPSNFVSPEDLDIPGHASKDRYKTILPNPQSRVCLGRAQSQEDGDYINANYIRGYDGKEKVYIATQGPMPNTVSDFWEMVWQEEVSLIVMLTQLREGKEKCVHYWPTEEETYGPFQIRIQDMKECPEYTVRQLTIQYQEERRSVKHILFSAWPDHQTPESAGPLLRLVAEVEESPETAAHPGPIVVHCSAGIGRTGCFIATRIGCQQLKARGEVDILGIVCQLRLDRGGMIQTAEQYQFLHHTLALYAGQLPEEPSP
# BAP1 inh = human BAP1 deubiquitinase inhibition. Q92560. recombinant BAP1, Ub-AMC hydrolysis fluorescence kinetic; stronger effect = lower value. activity remaining (% of control), % at 20 µM. 72,000 tested, 0.48% active. AID 436;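 active = activity remaining at or below 50% of control, provided the compound also passes the data quality filters; inactive = the rest, including low values that fail the filters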;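 also: 100% = DMSO wells rate and 0% = substrate alone blank rate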
# Target sequence (Q92560 whole entry, looked up): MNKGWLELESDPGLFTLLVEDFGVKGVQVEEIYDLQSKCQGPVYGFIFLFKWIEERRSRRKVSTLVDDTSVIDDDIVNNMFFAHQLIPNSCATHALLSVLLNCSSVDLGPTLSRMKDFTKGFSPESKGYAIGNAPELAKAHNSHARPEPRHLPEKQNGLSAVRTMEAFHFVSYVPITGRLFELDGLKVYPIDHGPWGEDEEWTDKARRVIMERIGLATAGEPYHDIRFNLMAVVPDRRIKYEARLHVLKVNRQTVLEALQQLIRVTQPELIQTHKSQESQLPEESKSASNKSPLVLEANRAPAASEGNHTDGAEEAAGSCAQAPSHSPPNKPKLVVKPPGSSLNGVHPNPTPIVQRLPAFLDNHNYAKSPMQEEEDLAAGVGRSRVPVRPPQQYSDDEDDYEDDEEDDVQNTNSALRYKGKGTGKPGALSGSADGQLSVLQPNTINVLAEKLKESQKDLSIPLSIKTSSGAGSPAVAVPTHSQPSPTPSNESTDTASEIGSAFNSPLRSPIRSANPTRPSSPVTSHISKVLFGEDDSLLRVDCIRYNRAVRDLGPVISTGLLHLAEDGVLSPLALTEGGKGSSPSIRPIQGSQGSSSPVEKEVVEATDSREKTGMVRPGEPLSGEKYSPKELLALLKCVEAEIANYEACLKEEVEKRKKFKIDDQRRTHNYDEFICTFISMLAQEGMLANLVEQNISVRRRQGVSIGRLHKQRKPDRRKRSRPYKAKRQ
# The depositor's hits bear a star; nt = not tested or not shown; & = joins results of further samples. This is a random part of the collection; about 0.7% have a hit in one of these screens.
# The opening 3 entries as a preview:
SMILES,HePTP inh,BAP1 inh
OCc1nc2ccccc2n1CC(O)Cn1ccc2ccccc21 (stereo not drawn),0,100
CCOc1cc(C(=S)N2CCOCC2)cc(Br)c1OC(=O)c1ccc(Cl)cc1Cl,8,nt
O=C(Nc1ccc(N2CCOCC2)cc1)c1ccc(Br)cc1,-33,nt

# The list itself (from the top)
SMILES,HePTP inh,BAP1 inh
OCc1nc2ccccc2n1CC(O)Cn1ccc2ccccc21 (stereo not drawn),0,100
CCOc1cc(C(=S)N2CCOCC2)cc(Br)c1OC(=O)c1ccc(Cl)cc1Cl,8,nt
O=C(Nc1ccc(N2CCOCC2)cc1)c1ccc(Br)cc1,-33,nt
O=C(NC(=S)NNc1nc(-c2ccccc2)cs1)c1cc2ccccc2oc1=O,99*,nt
CCOC(=O)c1c(O)c2ccccc2n(-c2ccccc2)c1=O,6,114
COc1cc(OC)c(-c2c(C#N)c(N)n3c(nc4ccccc43)c2C#N)cc1OC,nt,85
c1ccc2c(c1)CNC1(CCCCC1)C2,-6,110
CCn1cc(C2=NOC(C(=O)Nc3ccc4c(c3)OCO4)C2)c(C)n1 (stereo not drawn),-6,98
COc1ccc(-c2nnc(SCC(=O)N3CCc4ccccc4C3)o2)cc1,20,82
CCCCC(=O)NC(c1ccc(N(C)C)cc1)c1ccc2cccnc2c1O (stereo not drawn),nt,93
O=C(COc1ccc(S(=O)(=O)NC2CCCCC2)cc1)NCc1ccccn1,-8,92
CCOc1ccccc1C1C(C(=O)Nc2ccccc2OC)=C(C)Nc2nnnn21 (stereo not drawn),-7,101
Cn1c(N)c(C(=O)COC(=O)Cc2ccsc2)c(=O)n(C)c1=O,-7,nt
CCOC(=O)c1c(NC(=O)c2cccc(F)c2)sc(C(=O)N(CC)CC)c1C,5,nt
CCc1ccccc1NC(=O)CSc1nc2c(c(-c3ccco3)c1C#N)CCCC2,8,146
CC(C)CCN1C(=O)c2ccc(C(=O)OCn3nnc4ccccc4c3=O)cc2C1=O,3,nt
CCOC(=O)C1C(=O)CC(O)(c2ccc(Cl)cc2)CC1C=C(Cl)Cl (stereo not drawn),4,nt
COc1ccccc1NC(=O)CN(Cc1ccco1)C(=O)c1cccs1,12,112
COc1cccc(N2C(=O)CC(N3CCN(Cc4ccc5c(c4)OCO5)CC3)C2=O)c1 (stereo not drawn),4,nt
C=CCC1c2cccc(C(=O)O)c2C(=O)N1c1cccc(C)c1 (stereo not drawn),8,149
CCOC(=O)C(NC=O)(NC(C)(C)C)C(=O)OCC,0,96
Fc1ccccc1-c1nc(NCCCN2CCOCC2)c2ccccc2n1,9,130
Cc1nonc1NC(=O)CSc1ccc(-c2ccccc2)nn1,8,89
COc1ccc(CCNC(=O)Cn2c(=O)oc3ccccc32)cc1OC,nt,88
COC(=O)c1ccc(C2Nc3ccccc3NC3=C2C(=O)CC(c2ccccc2)C3)cc1 (stereo not drawn),4,83
Cn1c(Cn2c(=O)sc3ccccc32)nnc1SCC(=O)Nc1ccc(F)cc1,1,90
CCn1c(Cn2nnc(-c3ccccc3)n2)nnc1SCC(=O)Nc1cccc(C(C)=O)c1,7,100
COc1cccc(C2CC(c3c(Cl)cccc3Cl)n3nc(N)nc3N2)c1 (stereo not drawn),17,97
Cc1ccc(-c2cn3nc(C)c(C)nc3n2)cc1,4,108
O=C(CN(c1ccccc1)S(=O)(=O)c1ccccc1)NCc1ccccn1,-24,nt
CCCNS(=O)(=O)c1ccccc1[N+](=O)[O-],4,nt
CC(=O)Nc1cccc(NS(=O)(=O)c2ccc([N+](=O)[O-])cc2)c1,8,nt
Cc1cccc(N2CCN(C(=O)c3ccc(NC(=O)C4CCCO4)cc3)CC2C)c1 (stereo not drawn),3,nt
O=C(Cn1cc(/C=C2/C(=O)NC(=O)N(c3ccccc3F)C2=O)c2ccccc21)Nc1ccccc1,10,nt
O=C(C1COc2ccccc2O1)N1CCc2ccccc21 (stereo not drawn),32,133
CCOC(=O)C1CCN(c2ncnc3c2cnn3-c2ccc(OC)cc2)CC1,4,112
CCc1ccc(N2CC(C(=O)Nc3c(CC)cccc3CC)CC2=O)cc1 (stereo not drawn),-8,nt
Cc1cccc(C)c1NC(=O)c1ccc(N(C)S(=O)(=O)c2ccccc2)cc1,-1,nt
Cc1cc(C)n(-c2nc(-c3ccccc3)cc(-c3ccc(F)cc3)n2)n1,7,nt
O=c1[nH]c(O)c(C=NCc2ccc(Cl)c(Cl)c2)c(=O)[nH]1,6,nt

# Part of the list above, as tab-separated lines.
smiles	HePTP inh	BAP1 inh
CCCNS(=O)(=O)c1ccccc1[N+](=O)[O-]	4	nt
CC(=O)Nc1cccc(NS(=O)(=O)c2ccc([N+](=O)[O-])cc2)c1	8	nt
Cc1cccc(N2CCN(C(=O)c3ccc(NC(=O)C4CCCO4)cc3)CC2C)c1 (stereo not drawn)	3	nt
O=C(Cn1cc(/C=C2/C(=O)NC(=O)N(c3ccccc3F)C2=O)c2ccccc21)Nc1ccccc1	10	nt
O=C(C1COc2ccccc2O1)N1CCc2ccccc21 (stereo not drawn)	32	133
CCOC(=O)C1CCN(c2ncnc3c2cnn3-c2ccc(OC)cc2)CC1	4	112

# The listing continues:
SMILES,HePTP inh,BAP1 inh
COc1cccc(N2CCCn3c2nc2c3c(=O)n(CCN3CCOCC3)c(=O)n2C)c1,-10,104
CCN1CCN(Cc2cc(=O)oc3ccc(Cl)cc23)CC1,3,98
O=C(O)c1cc(C(=O)O)cc(N2C(=O)c3ccc(Oc4cccc([N+](=O)[O-])c4)cc3C2=O)c1,12,nt
CCC(=O)Nc1sc2c(c1C(=O)Nc1ccc(Br)cc1)CCCCC2,nt,107
Cc1ccc(C(=O)NCCC(C)C)cc1[N+](=O)[O-],7,nt
CCOC(=O)N1CCN(C(=O)COc2ccc(Br)cc2)CC1,8,96
CCCCC12CN3CC(C)(CN(C1)C31C(=O)N(C)c3ccc(C)cc31)C2=O (stereo not drawn),-3,129
CCOC(=O)c1c[nH]c2ccc(OC)cc2c1=O,-2,nt
O=C(CN1CCOc2ccccc21)NC1CCCCCCC1,5,93
CC(=O)c1cccc(NC(=S)Nc2ccccc2)c1,-13,nt
N=c1sc(Cc2cccc3ccccc23)cn1CC(=O)c1ccccc1,1,nt
CC(C)(C)c1ccc(OCC(=O)NCc2ccco2)c(Br)c1,-6,nt
COC(=O)Nc1ccc(C)cc1NC(=O)OC,-12,114
CS(=O)(=O)N(CC(=O)N1CCCC1)c1ccc(Oc2ccccc2)cc1,0,nt
COc1ccc(NC(=O)COc2cccc3ccccc23)cc1Cl,9,nt
c1ccn2cc(CSc3nnc4ccccn34)nc2c1,0,128
c1ccc(N(c2ccccc2)c2nc(-n3ccnc3)nc(-n3ccnc3)n2)cc1,6,89
COc1ccc(C2c3c(-c4cc(Cl)c(C)cc4O)n[nH]c3C(=O)N2Cc2cccnc2)cc1OC (stereo not drawn),-1,77
Cc1ccc(C)c(NC(=O)Cn2nnc(C(=O)Nc3c(C)cccc3C)c2N)c1,-2,97
Cc1ccc(/C(O)=C2\C(=O)C(=O)N(CCCC(=O)O)C2c2ccccc2)cc1 (stereo not drawn),-10,nt
CCN1C(=O)c2ccc(S(=O)(=O)N3CCCCCC3)c3cccc1c23,nt,79
Cc1ccc2c(c1)nnn2C1CCN(CC(=O)NCCc2ccccc2)CC1,3,109
O=C1OC(Nc2cccc3ccccc23)(c2ccccc2)c2ccccc21 (stereo not drawn),5,nt
CCOC(=O)C(C)Oc1cccc2c(=O)n(CC(=O)NCc3ccc4c(c3)OCO4)ccc12 (stereo not drawn),-1,108
CC1(C)NC(=O)N(CC(O)CN2CCOCC2)C1=O (stereo not drawn),0,96
COc1cc(-c2ccc(NCN3C(=O)c4ccccc4C3=O)c(OC)c2)ccc1NCN1C(=O)c2ccccc2C1=O,9,nt
COC(=O)COc1ccc2oc(=O)cc(C)c2c1,7,165
CCOC(=O)C1=C(C)N=c2s/c(=C\c3ccc(-c4ccccc4C(=O)O)o3)c(=O)n2C1c1cc(OC)ccc1OC (stereo not drawn),50,nt
CCCn1c(=O)c(C(=O)Nc2nnc(CC)s2)c(O)c2ccccc21,6,85
O=C1N(CN2C(=O)C3(OCCO3)c3ccccc32)c2ccccc2C12OCCO2,6,106
O=c1[nH]c2ccccc2nc1-c1cc(Br)ccc1NCc1ccccc1,nt,73
Cc1c(C(=O)N2CCCCC2)sc(NC(=O)C2CC2)c1C#N,4,148
Cn1c(SCC(=O)N2CCOCC2)nnc1-c1cnccn1,13,105
CN1C(=O)Cc2cc(S(=O)(=O)N3CCOCC3)ccc21,7,119
O=c1nc(-c2ccccc2)n(-c2ccccc2)c2ncccc12,8,112
CCOC(=O)C1CCN(C(=O)CCc2nc3ccccc3[nH]2)CC1,14,116
CCCc1nc2c(sc3nc4c(cc32)COC(C)(C)C4)c(=O)n1Cc1ccco1,11,122
CCOC(=O)c1c(-n2c(C)cc(/C=C3/SC(N)=NC3=O)c2C)sc2c1CCCC2,6,nt
COc1ccc2c(C=Nc3c(C)n(C)n(-c4ccccc4)c3=O)c(O)n(Cc3ccco3)c(=O)c2c1,-3,41*
Cc1nc(SCc2ccccc2)c(C#N)c(C)c1C,-3,nt
CCCSc1nnc(-c2ccc(Cl)cc2Cl)o1,0,nt
Cc1ccc(C(=O)NC(NC(=S)Nc2ccccc2Cl)C(Cl)(Cl)Cl)cc1 (stereo not drawn),-5,nt
CC(C)C(C(=O)Nc1ncn[nH]1)N1C(=O)c2ccccc2C1=O (stereo not drawn),9,90
CCc1nnc(NC(=O)Cn2ccc(C(F)(F)F)n2)s1,0,107
CC(=O)N1CCc2cc(Br)cc(S(=O)(=O)NCc3ccccn3)c21,9,90
Cc1cc(Nc2ccc3c(c2)OCCO3)n2nc(C)nc2n1,1,90
CCOc1ccccc1NC(=O)CN(c1ccc(C)cc1)S(=O)(=O)c1c(C)n[nH]c1C,7,89
CCc1nnc(NC(=O)CSc2nnc(-c3c[nH]c4ccccc34)n2CCOC)s1,6,123
COc1ccc2c(CC(=O)Nc3ccc(OC)c(NS(=O)(=O)c4ccc(F)cc4)c3)coc2c1,8,nt
COc1ccc(C2(C#N)CCOCC2)cc1OC,4,nt
# Going on with the list:
SMILES,HePTP inh,BAP1 inh
CCCCOc1ccc(C(=O)N2CCN(c3cccc(C)c3C)CC2)cc1,-12,nt
Cc1cc(C)c(NC(=O)C(C)SCC(=O)Nc2ccc3ccccc3c2)c(C)c1 (stereo not drawn),0,nt
CCN1CCCC1CNC(=O)c1csc2c1CCCC2 (stereo not drawn),-4,114
O=C(Nc1nnc(-c2cccs2)o1)c1cccc(Oc2ccccc2)c1,3,81
CC(O)CNC(=O)C(=O)Nc1ccc(N(C)C)cc1 (stereo not drawn),1,nt
O=C(CN1CCOCC1)Nc1cccc(Cl)c1Cl,7,105
COc1cc(-c2noc(-c3ccccc3Cl)n2)cc(OC)c1OC,5,nt
COC(=O)c1cccc(OCC(O)Cn2cnc3cc(C)c(C)cc32)c1 (stereo not drawn),0,99
CCOC(=O)c1ccccc1NC(=O)CN(c1cc(OC)ccc1OC)S(C)(=O)=O,-13,nt
O=C1C(=O)N(Cc2cccnc2)C(c2ccccc2)/C1=C(\O)c1ccccc1 (stereo not drawn),-1,nt
CC1CN(C(=O)N2c3ccccc3Sc3ccccc32)C(C)CC1=O (stereo not drawn),-8,78
CC(=O)N(CCc1ccccc1C)Cc1cc2cc3c(cc2[nH]c1=O)OCO3,5,324
CC1(C)CC(=O)C(N=Nc2cc(C(=O)Nc3ccccc3)ccc2Cl)=C(O)C1,11,nt
COc1ccc(OC)c(N(CC(=O)Nc2ccccc2)S(C)(=O)=O)c1,-3,78
CC12CC3CC(C)(C1)CC(CNC(=O)COc1ccccc1)(C3)C2,-12,nt
COCCN1C(=O)C(=O)/C(=C(/O)c2ccccc2)C1c1cccc(OC)c1 (stereo not drawn),-2,nt
CCOC(=O)SC1=N/C(=C\c2ccc(N(C)C)cc2)C(=O)S1,-10,56
COc1ccc2c(c1OC)C(=O)N(c1ccccc1Br)C2=O,-16,nt
COc1ccc(NC(=O)c2c(C)c(-c3ccc(C)cc3)nc3ccccc23)c(OC)c1,-4,nt
O=C(NCc1ccccc1Cl)C1CCN(S(=O)(=O)N2CCC3(CC2)OCCO3)CC1,-4,127
CCOC(=O)c1c(NC(=O)c2ccc(Cl)cc2Cl)sc(C(=O)Nc2ccccc2F)c1C,5,nt
O=C1NC(=S)N/C1=C/c1cccc(O)c1,-21,nt
CN(C)/C=C1\N=C(c2ccccc2)OC1=O,3,nt
CCSc1nnc2c(n1)OC(C)(C)Nc1ccccc1-2,9&5,94
CC(=O)N(c1c(C)n(C)n(-c2ccccc2)c1=O)C1(C(=O)NC2CCCC2)CCCCC1,-8,nt
CCOc1ccc(N(CC(=O)Nc2cccc(Br)c2)S(C)(=O)=O)cc1,-2,nt
Nc1cccc(-n2nncc2-c2ccc(Cl)cc2)c1,2,nt
Cc1nn2c(-c3cccc(NC(=O)CSc4nc5ccccc5o4)c3)nnc2c2ccccc12,10,nt
Cc1ccccc1S(=O)(=O)Cc1ccc(C(=O)NCCN2CCCCC2C)o1 (stereo not drawn),1,100
COc1ccc(S(=O)(=O)N2Cc3ccccc3CC2C(=O)O)cc1OC (stereo not drawn),10,103
O=C(O)COc1ccc(Br)cc1/C=N/NC(=O)/C(=C/c1ccccc1)NC(=O)c1ccccc1,-4,nt
C=CCN1C(=O)/C(=C\c2cc(C)n(-c3ccc(C)cc3)c2C)C(=O)NC1=S,2,nt
CCC(=O)Oc1ccc(/C(CC)=C(\CC)c2ccc(OC(=O)CC)cc2)cc1,6,nt
Cc1ccc(NC(=O)c2ccc(Oc3ccc([N+](=O)[O-])cc3)cc2)cc1C,-3,nt
CCc1nnc2sc(-c3cc(-c4ccccc4)nc4ccccc34)nn12,3,nt
